High-throughput results: PubChem, National Center for Advancing Translational Sciences (NCATS)
Rab9 prom act = qHTS Assay for Rab9 Promoter Activators; Huh7 Rab9 promoter-luciferase reporter, luminescence, 24 h; Potency, µM (titrated, usually from 9.22 µM), for inactives: at the top dose activation, negative = inhibition, usual class: activators; hit rate 2.8% among 320,000; AID 485297, 2010; also: potency is read from the fitted curve at half-maximal effect; % of control where 0% means no effect; nearly all actives have a fitted effect of over 60% in size
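Huh7 reporter line, Rab9 promoter upstream of luciferase. Compound exposure 24 h at 37 °C in reduced-serum medium with 10% FBS. Read-out: luminescence.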
NPC1 prom act = qHTS Assay for NPC1 Promoter Activators; Huh7 NPC1 promoter luciferase reporter, 24 h; Potency, µM (series often up to 9.22 µM), without a hit: at the highest dose activation, most hits filed as activators; hit rate 2.4% among 320,000;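 also: potency is read from the fitted curve at half-maximal effect; % of control where 0% means no effect; nearly all actives have a fitted effect of over 60% in size; reporter is driven by a mutant NPC1 promoter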
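Luminescence read-out of NPC1 promoter-driven luciferase in stably transfected Huh7 cells; compounds delivered in DMSO and left 24 h at 37C, 5% CO2, qHTS titration format.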
Menin-MLL TR inh = qHTS Assay for Inhibitors Targeting the Menin-MLL Interaction in MLL Related Leukemias: Competition With Texas Red Labeled MLL-derived Mutant Peptide | O00255 | Menin + Texas Red MLL mutant peptide, fluorescence polarization | Potency, µM (highest dose often 61.6 µM), for the others: at the top dose FP activity change, negative = inhibition, actives largely listed as inhibitors | hit rate 0.23% among 270,000; active = well fitted inhibition curve with a large enough effect in the polarisation, with a control signal flat, not every such curve was filed as active; inconclusive = small, poorly fitted or top-dose-only effect, or effect the other way, or a change in a side signal; inactive = no such curve, though single readings can be large or run the other way; the % refers to the polarisation; also: potency is read from the fitted curve at half-maximal effect; % of control where 0% means no effect; many of its hits are not listed in these tables
Target sequence (O00255 whole entry, looked up): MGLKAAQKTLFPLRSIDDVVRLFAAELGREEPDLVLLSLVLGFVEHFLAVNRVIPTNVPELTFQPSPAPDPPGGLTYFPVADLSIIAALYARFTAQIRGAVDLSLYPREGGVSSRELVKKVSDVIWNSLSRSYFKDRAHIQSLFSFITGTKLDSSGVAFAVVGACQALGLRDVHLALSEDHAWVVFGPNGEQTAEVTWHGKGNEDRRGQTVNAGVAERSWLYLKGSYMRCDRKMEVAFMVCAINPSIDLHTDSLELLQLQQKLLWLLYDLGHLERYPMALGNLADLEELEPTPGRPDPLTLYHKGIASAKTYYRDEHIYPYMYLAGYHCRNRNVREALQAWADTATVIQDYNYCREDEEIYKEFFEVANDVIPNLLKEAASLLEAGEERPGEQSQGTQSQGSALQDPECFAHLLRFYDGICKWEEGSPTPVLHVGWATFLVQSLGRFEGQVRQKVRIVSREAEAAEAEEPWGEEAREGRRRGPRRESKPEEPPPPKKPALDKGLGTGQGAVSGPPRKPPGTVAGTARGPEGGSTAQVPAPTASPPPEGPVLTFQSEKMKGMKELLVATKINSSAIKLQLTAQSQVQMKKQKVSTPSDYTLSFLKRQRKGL
PKM2 act = qHTS Assay for Activators of Human Muscle isoform 2 Pyruvate Kinase; Potency, µM (highest dose often 57.5 µM), for the others: at the top dose activation, actives largely listed as activators; hit rate 0.34% among 260,000; purified PKM2, Kinase-Glo ATP luminescence, activation; response scale: 0% is enzyme alone, no compound; also: potency is read from the fitted curve at half-maximal effect; % is scaled to controls: 0 for no effect and ±100 for the full control effect; nearly all actives have a fitted effect of over 55% in size
Target sequence (P14618 whole entry, looked up, canonical isoform): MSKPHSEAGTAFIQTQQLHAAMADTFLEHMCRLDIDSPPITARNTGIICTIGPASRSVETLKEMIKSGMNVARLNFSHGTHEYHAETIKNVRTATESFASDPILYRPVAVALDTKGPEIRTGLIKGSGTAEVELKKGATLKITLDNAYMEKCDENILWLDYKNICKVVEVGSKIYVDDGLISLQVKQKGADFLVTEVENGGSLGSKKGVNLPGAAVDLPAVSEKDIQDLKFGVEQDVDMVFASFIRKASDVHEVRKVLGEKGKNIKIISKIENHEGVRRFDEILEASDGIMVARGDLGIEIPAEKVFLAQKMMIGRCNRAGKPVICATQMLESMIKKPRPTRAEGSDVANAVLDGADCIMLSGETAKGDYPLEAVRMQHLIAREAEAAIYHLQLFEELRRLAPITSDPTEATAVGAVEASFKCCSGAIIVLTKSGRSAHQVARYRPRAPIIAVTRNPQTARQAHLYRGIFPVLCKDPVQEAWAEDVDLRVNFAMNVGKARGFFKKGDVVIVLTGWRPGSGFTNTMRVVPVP
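hPK-M2, >95% pure; 0.1 mM ADP / 0.5 mM PEP final; imidazole pH7.2 buffer w/ 7 mM MgCl2, 50 mM KCl; 1 h RT; Kinase-Glo lum. Intermediate enzyme activity for dual inhibitor/activator qHTS.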
RORg inh = qHTS for inhibitors of ROR gamma transcriptional activity; Nuclear receptor ROR-gamma (Mus musculus), P51450; hit rate 5.4% among 310,000; Drosophila S2 Gal4-RORgamma UAS-luciferase reporter, 20 h; Potency, µM (titrated, usually from 53.6 µM), for inactives: at the highest dose activity change, negative = inhibition, actives largely listed as inhibitors; AID 2551, 2010; also: potency is read from the fitted curve at half-maximal effect; % is scaled to controls: 0 for no effect and ±100 for the full control effect; nearly all actives have a fitted effect of over 60% in size
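Schneider cells (Drosophila), stable Gal4 DBD–ROR gamma + UAS-luc; 1 hr cmpd preincubation; Cu2+ induction 700 uM final; 20 hr ambient; luminescence.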
MBNL1 CUG block = qHTS Assay for Inhibitors of MBNL1-poly(CUG) RNA binding | Muscleblind-like protein 1 (Homo sapiens), Q9NR56 | TR-FRET MBNL1-His/biotin-(CUG)12 binding, 665/545 ratio | Potency, µM (top dose mostly 57.5 µM), for inactives: at the top dose activity change, negative = inhibition, usual class: inhibitors | hit rate 0.036% among 280,000 | AID 2675, 2010; active = well fitted inhibition curve with a large enough effect in the signal ratio, with a control signal flat, not every such curve was filed as active; inconclusive = small, poorly fitted or top-dose-only effect, or effect the other way, or a change in a side signal; inactive = no such curve, though single readings can be large or run the other way; the % refers to the signal ratio; also: potency is read from the fitted curve at half-maximal effect; % is scaled to controls: 0 for no effect and ±100 for the full control effect
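His-tagged MBNL1 binding to biotinylated (CUG)12 RNA was measured by TR-FRET using terbium anti-His antibody (0.055 ng/ul final) and streptavidin-XL665 (5 nM final). Compounds were titrated 92 nM to 58 uM; 60 min at room temperature.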
FLuc counter = qHTS profiling assay for firefly luciferase inhibitor/activator using purifed enzyme and Km concentrations of substrates (counterscreen for miR-21 project); hit rate 6.9% among 360,000; purified FLuc, Km substrates, luminescence inhibition; Potency, µM (series often up to 57.5 µM), without a hit: at the top dose activity change, negative = inhibition, actives largely listed as inhibitors; AID 588342, 2011; Luciferin 4-monooxygenase (Photinus pyralis), P08659;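 also: potency is read from the fitted curve at half-maximal effect; plate controls were vehicle for no effect and reference inhibitor for full effect; nearly all actives have a fitted effect of over 55% in size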
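Purified P. pyralis luciferase, 10 nM final, with Km-level 10 uM D-luciferin and 10 uM ATP in 50 mM Tris acetate pH 7.5, 10 mM Mg acetate, 0.01% Tween-20, 0.05% BSA; 6-point qHTS titration about 60 µM downward; luminescence read.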
ELG1 repair inh = qHTS screen for small molecules that inhibit ELG1-dependent DNA repair in human embryonic kidney (HEK293T) cells expressing luciferase-tagged ELG1 | Potency, µM (highest dose often 46.1 µM), for inactives: top-dose activity change, negative = inhibition, actives largely listed as inhibitors | hit rate 2.3% among 330,000 | HEK293T ELG1-luciferase reporter, luminescence, 16 h; DNA damage induced by 5-fluorouridine; also: potency is read from the fitted curve at half-maximal effect; % is scaled to controls: 0 for no effect and ±100 for the full control effect; nearly all actives have a fitted effect of over 55% in size
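Luminescence from the luciferase reporter, measured 30 min after ONE-Glo reagent at room temperature, was the read-out. Beforehand, 2,000 cells per well were exposed for 16 hr at 37 °C to 5-fluorouridine together with compound or vehicle.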
VP16 counter = VP16 counterscreen qHTS for inhibitors of ROR gamma transcriptional activity | hit rate 3.5% among 310,000 | Drosophila S2 Gal4-VP16 UAS-luciferase, luminescence, 20 h | Potency, µM (top dose mostly 53.6 µM), without a hit: at the top dose activity, negative = inhibition, hits mostly inhibitors;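 also: Gal4-VP16 expression switched on by copper sulfate through the metallothionein promoter; potency is read from the fitted curve at half-maximal effect; % is scaled to controls: 0 for no effect and ±100 for the full control effect; nearly all actives have a fitted effect of over 50% in size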
KCNH2 3.1 block = qHTS for Inhibitors of KCHN2 3.1: Mutant qHTS | Potassium voltage-gated channel subfamily H member 2, brain isoform KCNH2 3.1 (human) | U2OS KCNH2 3.1, thallium flux FluxOr; stronger effect = lower value | activity change, % (tested at about 1.8 µM) | hit rate 0.95% among 340,000;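 active = maximum activity change below -70%; inconclusive = maximum activity change from -70% to -50%; inactive = maximum activity change above -50%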;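 also: thallium influx rate constant from kinetic fluorescence after stimulation buffer; % is scaled to controls: 0 for no effect and ±100 for the full control effect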
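Normalized rate constant (relative to positive and negative DMSO controls) derived from a 2 min kinetic fluorescence read after stimulation; U2OS cells expressing the 3.1 isoform via virus at 1.77 x 10^8 /mL.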
Mito fusion act = qHTS Assay for Small Molecule Inhibitors of Mitochondrial Division or Activators of Mitochondrial Fusion. hit rate 0.23% among 320,000. AID 485298, 2010. Potency, µM (doses to about 46.1 µM), for inactives: top-dose growth rescue (activation), most hits filed as activators. S. cerevisiae fusion-defective mutant growth rescue, CellTiterGlo 48 h;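 also: potency is read from the fitted curve at half-maximal effect; % of control where 0% means no effect; nearly all actives have a fitted effect of over 45% in size; temperature-sensitive fusion mutants such as fzo1-1 at 37 °C on non-fermentable ethanol glycerol medium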
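Temperature-sensitive fusion-defective S. cerevisiae (e.g. fzo1-1, mgm1-5) were grown with compound in YPEG medium (3% ethanol, 3% glycerol) for 48 hours at 37C. Growth rescue was measured as viability by CellTiterGlo luminescence after 10 minutes at ambient.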
Active calls of the source: *; ? = inconclusive; . = no result given; [ ] = remark or other dose. Unless noted, calls follow the shape of the dose curve; as a rule, active = well fitted curve in the direction sought with a large enough effect; inconclusive = small, poorly fitted or top-dose-only effect, or another doubt; inactive = no such curve, though single readings can be large; an effect the other way counts as inactive or inconclusive. Not all compounds are listed (hit frequency here may not be typical).

SMILES	Rab9 prom act	NPC1 prom act	Menin-MLL TR inh	PKM2 act	RORg inh	MBNL1 CUG block	FLuc counter	ELG1 repair inh	VP16 counter	KCNH2 3.1 block	Mito fusion act
N#Cc1c(SCC(=O)Nc2ccccc2C(F)(F)F)sc2c(O)cc(=O)[nH]c12	-4%	-2%	?	3%	0%	21%	-3%	4%	-2%	11	6%
CCCCN(CC)C(=O)c1cc2cc3ccc(OC)cc3nc2o1	?	?	-10%	0%	25%	?	15µM*	?	1%	-3	9%
CCCC(=O)Nc1ccc(S(=O)(=O)Nc2cc(OC)nc(OC)n2)cc1	2%	-3%	4%	-4%[11.5 µM]	-1%	-1%	5%	-17%	-4%	1	1%
Cc1ccc(C(=O)NCCc2csc(-c3cccnc3)n2)cc1	?	20%	1%	-15%	-27%	2%	5.4µM*	?	-20%	17	0%
Cc1cc(C)nc(NS(=O)(=O)c2ccc(NC(=O)CSc3nc(-c4ccccc4)c(C#N)c(=O)[nH]3)cc2)n1	2%	-2%	-1%	-1%	18%	?	11µM*	-3%	-10%	0	-2%
S=c1[nH]nc(Cc2noc3ccccc23)n1-c1ccc(Cl)cc1	-3%	-6%	15%	-1%	?	8%	-1%	4%	-8%	-13	5%
Cc1ccc(S(=O)(=O)N2[C@@H](c3ccc(Cl)cc3)C(C(=O)O)=CC[C@H]2c2cccs2)cc1	-4%	2%	.	.	.	.	2%	1%	.	15	-3%
COC(=O)[C@H](CCSC)NC(=O)c1cccnc1SC	-4%	0%	.	5%	5%	.	-2%	0%	0%	-36	1%
O=C(O)C1CCN(c2ccc(S(=O)(=O)N3CCC(C(=O)O)CC3)cc2[N+](=O)[O-])CC1	0%	4%	.	-1%	-5%	?	1%	18%	-11%	-9	?
O=C(NCC(=O)N(c1cccnc1)C(C(=O)NC1CCCC1)c1ccc(F)cc1)c1ccco1 (centres undefined)	-6%	-9%	-29%	-3%	13%	-5%	2%	-5%	0%	.	-2%
CCC(C)C(NC(=O)CCC(=O)OCC(=O)[C@@]1(O)CCC2[C@@H]3CCC4=CC(=O)C=C[C@]4(C)C3[C@@H](O)C[C@@]21C)C(=O)O (some centres undefined)	3%	-2%	19%	.	11%	-10%	1%	-11%	10%	8	-3%
CCOC(=O)C1CCCN(C(=O)Nc2cccc(Cl)c2)C1 (centres undefined)	-3%	-2%	11%	3%	?	-4%	-21%	-6%	20%	15	6%
CCCn1nc(C(=O)Oc2ccc3c(C)cc(=O)oc3c2)c2ccccc2c1=O	1%	1%	19%	3%	2%	5%	-4%	?	-3%	24	-3%
Cc1ccc(Nc2nc(-c3sc(C)nc3C)cs2)cc1	0%	-18%	?	-2%[11.5 µM]	?	17%	12µM*	-26%	-1%	7	-5%
C[C@H](NC(=O)c1nc[nH]c1C(=O)N[C@@H](Cc1ccccc1)C(=O)OCc1ccccc1)C(=O)OC(C)(C)C	-1%	-2%	8%	1%	?	-9%	-1%	-2%	?	-25	-4%
Cc1cc(C)nc(N(C#N)CCOc2ccccc2)n1	.	.	-9%	4%	?	4%	1%	.	-9%	-36	1%
CCOC(=O)CNC(=O)c1ccc2[nH]c3c(c2c1)CCCC3	8%	2%	1%	-10%	23%	8%	?	?	-2%	?	0%
Cc1c(Cc2c(C)n(C)n(-c3ccccc3)c2=O)c(=O)n(-c2ccccc2)n1C	1%	-1%	-22%	-2%	7%	4%	-6%	3%	-1%	3	0%
COc1ccc(/C=C2\SC(=S)N(CCC(=O)Nc3cccc(C(=O)O)c3)C2=O)cc1	2%	18%	?	4%	?	13%	5.4µM*	18%	-2%	8	2%
Cc1ccc(S(=O)(=O)NCCNC(=O)c2ccccc2)cc1	2%	-3%	-9%	10%	4%	8%	0%	-6%	1%	0	-5%
CCOc1ccc(S(=O)(=O)Nc2ccc(C(=O)NCc3ccncc3)cc2)cc1	-4%	-2%	.	.	.	.	6%	7%	.	10	0%
O=C(NCC(=O)N1CCCC(C(F)(F)F)C1)c1ccccc1F (centres undefined)	25%	19%	.	.	.	.	?	?	.	2	-4%
CC(=O)Nc1ccc(NC(=O)c2ccc(COc3ccc(C)cc3)o2)cc1	?	?	?	-2%	12%	5%	-3%	20%	-10%	-41	6%
CCOc1ccccc1OCCCCOc1ccccc1F	-6%	-8%	0%	-5%	22%	.	-9%	8%	1%	-6	-1%
CCN(CC)CCNC(=O)c1ccc(NC(=O)/C=C/c2cc(OC)c(OC)c(OC)c2)cc1	-2%	-4%	?	-3%	0%	?	-7%	?	-1%	12	-5%
COc1ccc(Nc2nc(NN)nc(Nc3ccc(OC)cc3)n2)cc1	-5%	6%	?	0%	-36%[1.91 µM]	-2%	11µM*	?	?	-10	1%
CCOc1ccc(S(=O)(=O)NCCC(=O)Nc2ncccc2C)cc1	-1%	-4%	-11%	0%	.	-6%	-2%	8%	.	9	1%
O=C(Nc1ccnn1C1CCN(C/C=C/c2ccccc2)CC1)c1ccccc1	-2%	2%	-21%	0%	?	-4%	1%	23%	9%	-91*	1%
CCOC(=O)C1=Nc2ccccc2C1=[N+]=[N-]	-1%[1.84 µM]	-1%	18%	0%	-19%	11%	0%	?	-19%	-4	26%
O=C1c2ccccc2C(=O)N1CCn1c(=O)oc2ccccc21	-3%	-3%	-1%	-7%	31%	10%	-10%	20%	?	-6	2%
CCOC(=O)N1CCC(N2Cc3cccc(C(=O)Nc4ccc(S(=O)(=O)N(CC)CC)cc4)c3C2=O)CC1	1%	-4%	10%	4%	-9%	4%	-1%	?	-7%	-8	-5%
Cc1cc2oc(=O)cc(CN3CCN(Cc4ccccc4)CC3)c2cc1Cl	8%	1%	-27%	12%	20%	-1%	-3%	15%	-12%	-9	0%
O=C(N1CCOCC1)N1CCN(c2ccccc2)CC1	5%	2%	0%	2%	23%	-11%	2%	17%	-4%	3	2%
Clc1cccc(-c2nc(NCCCN3CCOCC3)c3ccccc3n2)c1	0%	1%	0%	2%	?	-9%	-4%	?	?	-14	0%
CCC(=O)N1CCN(c2ccc(NC(=O)COc3ccccc3Cl)cc2)CC1	-10%	0%	7%	-4%	19%	-3%	4%	18µM*	1%	2	-3%
CCOCCn1c(CN2CCC(Cc3ccccc3)CC2)nc2c1c(=O)n(C)c(=O)n2C	-4%	-15%	5%	3%	-19%	-2%	5%	2%	-8%	-8	-2%
COc1ccc(S(=O)(=O)Nc2cccc(N(C)S(C)(=O)=O)c2)cc1Br	-7%	1%	-5%	0%	?	-3%	-2%	?	?	0	1%
N/C(=N\OC(=O)CCc1ccccc1)c1ccc(Cl)cc1	-4%	2%	-5%	-1%	3%	1%	?	?	-3%	-2	7%
CCCc1nc2ccccc2n1CCOC	-3%	0%	8%	1%	-9%	-14%	?	?	?	-4	-2%
Cc1ccccc1CSCC(=O)Nc1c(C)n(C)n(-c2ccccc2)c1=O	1%	2%	2%	2%	0%	9%	2%	0%	-3%	7	-4%
Cc1cccc(NC(=S)NC2CC3CCC(C2)N3Cc2ccco2)c1C (centres undefined)	-9%	-1%	9%	0%	-44%	-5%	0%	3%	-13%	7	-5%
CC(C)CNC(=O)c1ccc2c(c1)C(=O)N(Cc1ccco1)C2=O	-2%	-4%	-21%	0%	11%	?	-2%	-9%	1%	5	-1%
Oc1ccc(Cl)cc1C1=NNC(c2cc(Br)cc3c2OCOC3)C1 (centres undefined)	-4%	-4%	10µM*	3%	7.9µM*	49%[activator]	0%	?	?	6	18%
Cc1nn(Cc2ccccc2Cl)c2sc(C(=O)Nc3ccccc3N3CCOCC3)cc12	-4%	-3%	8%	2%	37%	-2%	-1%	23µM*	-23%	-19	22%
